Bioassay records deposited in PubChem BioAssay by National Center for Advancing Translational Sciences (NCATS).
Pol eta inh: qHTS for Inhibitors of Polymerase Eta; DNA polymerase eta (Homo sapiens), Q9Y253; recombinant Pol eta, fluorescent DNA replication assay; Potency, µM (highest dose often 114 µM), for inactives: top-dose activity change, negative = inhibition, usual class: inhibitors; hit rate 1.2% among 390,000; also: % is scaled to controls: 0 for no effect and ±100 for the full control effect
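Pol eta at 10 nM preincubated with compounds 15 min at room temperature; reaction started with fluorescent substrate (50 nM final) and read kinetically at 0 and 10 min.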
BLM helicase inh: qHTS Assay for Inhibitors of Bloom's syndrome helicase (BLM) | Potency, µM (doses to about 56.1 µM), without a hit: top-dose activity change, negative = inhibition, hits mostly inhibitors | AID 2528, 2010 | hit rate 0.2% among 350,000 | RecQ-like DNA helicase BLM (Homo sapiens), P54132 | recombinant BLM DNA unwinding, fluorescence dequenching;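 also: plate controls were vehicle for no effect and no enzyme for full effect; nearly all actives have a fitted effect of over 35% in size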
POLB inh: qHTS Assay for Inhibitors of DNA Polymerase Beta; hit rate 1.3% among 340,000; Potency, µM (highest dose often 114 µM), for inactives: at the highest dose activity change, negative = inhibition, actives largely listed as inhibitors; Pol beta primer extension/strand displacement, fluorescence kinetic; P06746; also: % is scaled to controls: 0 for no effect and ±100 for the full control effect
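10 nM enzyme + cpd, 15 min RT; start with substrate 50 nM final; read 0 min and after 10 min RT. Corrected, normalized data; 4-parameter Hill curve fit.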
G9a block: qHTS Assay for Inhibitors of Histone Lysine Methyltransferase G9a; Histone-lysine N-methyltransferase EHMT2 (Homo sapiens), Q96KQ7; Potency, µM (highest dose often 102 µM), without a hit: at the highest dose activity, negative = inhibition, actives largely listed as inhibitors; hit rate 8.8% among 350,000; G9a H3K9 monomethylation, AlphaScreen, 2 h; AID 504332, 2011; also: % is scaled to controls: 0 for no effect and ±100 for the full control effect; nearly all actives have a fitted effect of over 75% in size
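Readings reflect AlphaScreen signal from monomethyl-H3K9 antibody detection. HMT at 20 nM; substrate b-H3K9 500 nM; cofactor SAM 20 uM; 2 h RT reaction; compounds tested as titrations in qHTS with 15 min preincubation.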
APE1 inh: qHTS Assay for Inhibitors of the Human Apurinic/apyrimidinic Endonuclease 1 (APE1). Potency, µM (series often up to 65.8 µM), without a hit: top-dose activity change, negative = inhibition, usual class: inhibitors. DNA repair nuclease/redox regulator APEX1 (Homo sapiens), P27695. hit rate 0.35% among 350,000. recombinant APE1, TAMRA/BHQ-2 abasic DNA cleavage fluorescence;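 also: plate controls were vehicle for no effect and reference inhibitor for full effect; nearly all actives have a fitted effect of over 55% in size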
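Substrate: short duplex with […] THF abasic site, 5'-TAMRA and 3'-BHQ-2, 50 nM final. APE1 at 0.75 nM, preincubated 15 min RT with compound. Fluorescence increase from first to third read measured activity.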
Pol iota inh: qHTS for Inhibitors of Polymerase Iota | Potency, µM (highest dose often 115 µM), for the others: top-dose activity, negative = inhibition, most hits filed as inhibitors | hit rate 1% among 390,000 | AID 588590, 2011 | Pol iota fluorescent replication assay, 10 min
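Fluorescent replication assay read twice, at 0 min and 10 min after adding 50 nM (final) substrate. Enzyme (10 nM) and compounds were first incubated 15 min at room temperature; enzyme-free buffer wells were negative controls.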
Apoferritin bind: qHTS Assay for Identification of Novel General Anesthetics. Ferritin light chain (Equus caballus), P02791. apoferritin/1-aminoanthracene competitive binding, fluorescence. Potency, µM (top dose mostly 77.5 µM), inactives show top-dose activity change, negative = displacement, actives largely listed as inhibitors. hit rate 0.074% among 350,000. AID 485281, 2010; also: % is scaled to controls: 0 for no effect and ±100 for the full control effect; nearly all actives have a fitted effect of over 20% in size
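Steps: apoferritin (10 uM) was premixed with half-saturated 1-AMA in PBS, compounds were pin-transferred, plates stood 10 min at room temperature, fluorescence was read at 380/535 nm, and curves were fitted with a Hill equation.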
POLK inh: qHTS for Inhibitors of Polymerase Kappa | purified Pol kappa, fluorescent DNA synthesis assay, 10 min | Potency, µM (titrated, usually from 107 µM), for inactives: at the highest dose activity, negative = inhibition, usual class: inhibitors | hit rate 0.53% among 400,000 | AID 588579, 2011; also: % is scaled to controls: 0 for no effect and ±100 for the full control effect
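50 nM final substrate added after 15 min RT preincubation of 10 nM Pol kappa with compound; fluorescence read at 0 and 10 min.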
BAZ2B block: qHTS Assay for Inhibitors of BAZ2B. AlphaScreen BAZ2B-H3K14Ac peptide displacement. Potency, µM (doses to about 114 µM), inactives show at the top dose activity change, negative = inhibition, hits mostly inhibitors. hit rate 4.4% among 360,000. Bromodomain adjacent to zinc finger domain protein 2B (Homo sapiens), Q9UIF8; also: % is scaled to controls: 0 for no effect and ±100 for the full control effect; nearly all actives have a fitted effect of over 60% in size
Target sequence (Q9UIF8 whole entry, looked up, the tested form may be a part): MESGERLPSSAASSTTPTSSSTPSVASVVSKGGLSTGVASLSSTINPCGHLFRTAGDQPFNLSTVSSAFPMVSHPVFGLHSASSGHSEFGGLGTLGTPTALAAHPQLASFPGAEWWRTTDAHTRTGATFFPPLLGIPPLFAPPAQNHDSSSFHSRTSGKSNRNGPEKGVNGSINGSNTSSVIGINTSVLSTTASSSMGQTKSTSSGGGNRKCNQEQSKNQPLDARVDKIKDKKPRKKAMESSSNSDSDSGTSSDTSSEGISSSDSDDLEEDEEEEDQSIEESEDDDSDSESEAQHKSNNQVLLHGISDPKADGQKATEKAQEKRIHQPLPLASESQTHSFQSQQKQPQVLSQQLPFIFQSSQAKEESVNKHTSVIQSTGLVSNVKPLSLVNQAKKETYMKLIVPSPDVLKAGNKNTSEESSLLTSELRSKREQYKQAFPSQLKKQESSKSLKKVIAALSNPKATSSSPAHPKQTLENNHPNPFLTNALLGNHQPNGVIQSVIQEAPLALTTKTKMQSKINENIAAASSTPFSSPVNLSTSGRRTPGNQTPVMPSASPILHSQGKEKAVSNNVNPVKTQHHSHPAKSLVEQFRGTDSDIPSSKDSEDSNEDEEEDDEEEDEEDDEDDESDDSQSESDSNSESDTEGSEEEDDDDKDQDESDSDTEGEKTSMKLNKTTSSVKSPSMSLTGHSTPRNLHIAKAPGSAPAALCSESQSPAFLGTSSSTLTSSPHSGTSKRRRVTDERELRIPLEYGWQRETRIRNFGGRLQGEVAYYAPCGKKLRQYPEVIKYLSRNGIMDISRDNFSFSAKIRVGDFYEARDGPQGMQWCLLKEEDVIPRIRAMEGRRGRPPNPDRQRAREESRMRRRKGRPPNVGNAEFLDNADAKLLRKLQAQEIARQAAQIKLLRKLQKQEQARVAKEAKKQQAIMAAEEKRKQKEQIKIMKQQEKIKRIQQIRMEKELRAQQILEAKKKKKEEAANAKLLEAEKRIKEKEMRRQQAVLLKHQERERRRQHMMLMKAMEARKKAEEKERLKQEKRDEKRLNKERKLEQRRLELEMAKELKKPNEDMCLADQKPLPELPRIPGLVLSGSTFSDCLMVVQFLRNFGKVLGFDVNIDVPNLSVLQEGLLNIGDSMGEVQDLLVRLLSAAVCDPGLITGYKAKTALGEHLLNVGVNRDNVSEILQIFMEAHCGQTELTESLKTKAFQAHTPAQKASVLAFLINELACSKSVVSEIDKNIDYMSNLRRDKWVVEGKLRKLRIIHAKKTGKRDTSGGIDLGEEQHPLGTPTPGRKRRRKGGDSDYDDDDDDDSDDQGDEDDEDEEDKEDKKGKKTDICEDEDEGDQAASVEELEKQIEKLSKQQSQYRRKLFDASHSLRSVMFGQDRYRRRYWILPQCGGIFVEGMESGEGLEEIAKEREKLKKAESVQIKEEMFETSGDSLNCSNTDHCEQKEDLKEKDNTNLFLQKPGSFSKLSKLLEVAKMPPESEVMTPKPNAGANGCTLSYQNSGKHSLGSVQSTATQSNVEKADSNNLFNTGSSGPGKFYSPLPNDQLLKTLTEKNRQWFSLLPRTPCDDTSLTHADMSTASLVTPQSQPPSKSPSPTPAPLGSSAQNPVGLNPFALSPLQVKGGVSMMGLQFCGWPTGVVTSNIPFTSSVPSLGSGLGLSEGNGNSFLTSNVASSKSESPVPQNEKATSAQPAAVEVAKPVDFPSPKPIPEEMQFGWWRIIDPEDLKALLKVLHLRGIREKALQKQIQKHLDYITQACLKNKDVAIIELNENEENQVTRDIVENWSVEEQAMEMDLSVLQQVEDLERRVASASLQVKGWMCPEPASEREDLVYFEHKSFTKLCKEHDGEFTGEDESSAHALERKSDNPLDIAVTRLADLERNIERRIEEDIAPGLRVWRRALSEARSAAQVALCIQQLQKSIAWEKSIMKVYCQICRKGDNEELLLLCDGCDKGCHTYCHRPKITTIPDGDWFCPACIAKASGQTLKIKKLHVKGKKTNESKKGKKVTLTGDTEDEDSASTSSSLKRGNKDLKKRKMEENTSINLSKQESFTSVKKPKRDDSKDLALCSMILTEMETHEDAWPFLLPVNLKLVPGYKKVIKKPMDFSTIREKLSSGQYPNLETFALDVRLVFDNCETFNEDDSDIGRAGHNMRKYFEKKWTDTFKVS
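Multi-concentration screen (max 110 uM) measuring displacement of acetylated histone H3 peptide from BAZ2B by AlphaScreen, using 50 nM protein, 50 nM peptide and 10 ug/mL streptavidin donor plus Ni-chelate acceptor beads.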
* = called active by the depositor; ? = inconclusive; . = not tested or not shown; & = joins results of further samples; [ ] = another dose, or the depositor's remark. Calls follow the shape of the dose curve; as a rule, active = well fitted curve in the direction sought with a large enough effect; inconclusive = small, poorly fitted or top-dose-only effect, or another doubt; inactive = no such curve, though single readings can be large; an effect the other way counts as inactive or inconclusive. Potency is read from the fitted curve at half-maximal effect.

SMILES	Pol eta inh	BLM helicase inh	POLB inh	G9a block	APE1 inh	Pol iota inh	Apoferritin bind	POLK inh	BAZ2B block
Cc1cc(NC(=O)Nc2ccccc2Cl)no1	-10.2%	-2.4%	-24.5%	?	9.2%	115.2%[activator]	-7.0%	-2.5%	4.5%
COCc1c(C(=O)N2CCN(Cc3ccc4c(c3)OCO4)CC2)oc2ccccc12	-17.9%	.	.	-9.1%[59 µM]	7.8%	?	.	-13.3%	-3.8%
O=C1C2C3c4ccccc4C(c4ccccc43)[C@@H]2C(=O)N1c1nc(-c2ccccc2)cs1 (stereo partly specified)	-12.6%	-7.1%	1.5%	-9.0%	5.3%	-6.0%	-3.7%	6.3%	-32.4%
CCn1c(SC(C)C)nnc1C1CCN(S(=O)(=O)c2ccc(OC)cc2)CC1	-6.8%	1.2%	5.2%	?	-3.7%	4.7%	-16.9%	-11.4%	-5.8%
CC1=NNC(=O)C1CCC(=O)N/N=C/c1ccc(C)cc1 (stereo unspecified)	-8.9%	-7.0%	?	.	12.2%	29.1%	12.6%	2.5%	11.4%
O=C(Nc1cccc(C(F)(F)F)c1)c1cc2ncc(Br)cn2n1	-5.7%	-16.3%	-21.8%	0.8%[59 µM]	-6.6%	?	-9.8%	-12.8%	?
O=C([C@H](Cc1ccccc1)N1C(=O)c2ccccc2C1=O)N1CCOCC1	-12.4%	-1.1%	4.2%	13.9%	55.6%[activator]	-5.3%	-4.5%	3.0%	-12.9%
CCOc1cc(C(=O)N2CCN(c3ccccn3)CC2)cc(OCC)c1OCC	10.9%	-2.9%	7.8%	.	5.0%	99.9%[activator]	-7.3%	1.8%	6.2%
Cc1nn(-c2ccc3nnc(Br)n3n2)c(C)c1Br	.	-1.4%	17.5%	18.0%	-0.1%	.	-9.8%	.	9.2%
Cn1cccc1C(=O)N1CCC2(CC1)CCN(c1ccncc1)CC2	.	3.3%	.	-0.5%[12.7 µM]	2.5%	.	.	1.3%[60.1 µM]	.
Cn1c(COc2ccc([N+](=O)[O-])cc2)nnc1SCC(N)=O	1.4%	-7.0%	-0.9%	-4.0%	?	138.5%[activator]	-2.5%	-2.0%	1.7%
Cc1cccc(NC(=S)N2CCC(NC(=O)c3ccco3)CC2)c1	-3.4%	-1.3%	20.9%	?	9.7%	41.6%[activator]	-10.7%	-2.3%	-12.3%
O=C(CN(C(=O)c1csnn1)c1ccc(F)c(Cl)c1)NC1CCCC1	-12.5%	-1.8%	16.5%	10.0%	22.2%	35.2%[activator]	-11.2%	-1.5%	-2.9%
O=C(NC1CCCCC1)NC1CC2CCC(C1)N2C(=S)NCc1ccco1 (stereo unspecified)	-2.5%	1.4%	12.8%	-25.7%[59 µM]	-2.8%	-3.2%	-22.8%	-1.3%	-11.0%
COc1ccc(NC(=O)CN2CCC3(O)CCCCC3C2c2cc(OC)ccc2OC)cc1 (stereo unspecified)	-18.1%	-2.6%	3.6%	-32.7%	8.8%	6.4%	-18.3%	-4.8%	11.0%
CCOc1ccccc1N1CCN(C(=O)c2cc3c(C)cc(C)cc3[nH]2)CC1	-10.4%	-12.6%	0.1%	?	-0.3%	-5.6%	0.8%	-21.2%	-33.8%
COc1ccccc1N1CCN(S(=O)(=O)c2ccc(-c3cc(C(F)(F)F)on3)s2)CC1	-18.2%	-7.2%	-8.1%	5.6%[59 µM]	.	20.6%	-10.2%	-13.5%	-1.3%
CCOC(=O)c1c(N)c(C#N)c2n1CCCC2	-1.8%	-4.7%	6.8%	-49.3%	-4.3%	5.7%	0.8%	-7.2%	-7.3%
CCCCC(C)(O)C/C=C/[C@H]1[C@H](O)CC(=O)[C@@H]1CCCCCCC(=O)OC (stereo partly specified)	.	-9.3%&1.0%&26.3%	?	35.1%&24.2%[59 µM]	-1.8%&-2.7%	.	-5.6%&-0.5%	-3.9%&-22.6%[60.1 µM]	2.5%
COc1ccc(OC)c(-c2cc(C(=O)NCCc3ccccc3)c3c(-c4ccc(C)cc4)[nH]nc3n2)c1	-11.0%	-13.7%	-1.7%	1.4%[59 µM]	.	7.6%	52.6%[activator]	-4.9%	-18.8%
Cc1ccc(C(C)NC(=O)/C(C#N)=C\c2c(C)[nH]c3ccccc23)cc1 (stereo unspecified)	-27.4%	-16.9%	-3.9%	-12.4%	-9.4%	0.2%	?	-24.0%	-31.6%
CCc1ccccc1NC(=O)c1cnn(-c2ccc(F)cc2)c1C1CCNCC1	-3.4%	-3.9%	1.7%	-1.9%[59 µM]	.	-7.1%	0.9%	-7.6%	8.1%[57.1 µM]
COc1ccc(/C=C/C(=O)c2ccccc2O)cc1	3.9%	-3.5%[12.4 µM]	-29.5%	44.7µM*	4.2%[12.4 µM]	-7.3%	?	7.1%	?
N=c1sccn1CC(=O)Nc1cccc(S(=O)(=O)N2CCCCCC2)c1	-8.7%	3.2%	20.1%	-37.4%	1.8%	2.4%	-19.4%	-6.8%	.
c1ccc(OCCOc2ncnc3ccccc23)cc1	-3.8%	-0.8%	21.4%	-5.2%[59 µM]	7.1%	6.3%	-9.4%	4.6%	1.7%
Additional entries
SMILES	Pol eta inh	BLM helicase inh	POLB inh	G9a block	APE1 inh	Pol iota inh	Apoferritin bind	POLK inh	BAZ2B block
CCOc1ccc(NC(=O)CN(C)C(=O)c2nc3nc(C)cc(C)n3n2)cc1OCC	2.7%	.	.	17.2%[12.7 µM]	2.2%	6.5%	.	-10.7%	12.6%
O=C(NC(=S)Nc1ccccc1Br)C1CCC1	-5.4%	-10.6%	-1.5%	21.6%	7.3%	-6.6%	-23.9%	-6.9%	3.0%
CCN(C(=O)CN1CCCCC1)c1c(N)n(Cc2ccccc2)c(=O)[nH]c1=O	-13.7%	.	.	17.8%[59 µM]	0.8%	17.7%	.	1.7%	6.6%
COC(=O)/C(C#N)=C/c1cc(C)sc1C	0.1%	1.3%	-5.5%	24.6%	1.1%	-1.0%	-9.7%	-0.3%	-0.4%
COc1ccc(N(Cc2cccs2)C(=O)c2ccccc2C)cc1	-16.1%	-4.7%	-3.2%	0.8%[59 µM]	.	10.5%	-12.9%	-2.2%	13.2%
CC(CNC(=O)c1ccc(Nc2nc3ccccc3n3nnnc23)cc1)c1ccccc1 (stereo unspecified)	-9.6%	-3.0%	-17.0%	3.5%[59 µM]	.	32.1%[activator]	-3.9%	-21.9%	0.1%
CC(=O)Nc1cccc(C(=O)N/N=C/c2c[nH]c3ccccc23)c1	-13.8%	0.8%	?	-3.5%	8.0%	132.6%[activator]	-9.4%	-16.7%	5.5%
Cc1ccc(S(=O)(=O)NCC(=O)OC(C)C(=O)NC2CCCCC2C)cc1C (stereo unspecified)	-12.6%	.	.	-44.5%	42.5%	21.9%	.	1.1%	3.8%
CC(=O)Nc1ccc(NC(=O)c2c([N+](=O)[O-])c(C(C)(C)C)nn2C)cc1	-11.0%	-8.7%	29.4%	-29.6%	1.0%	83.6%[activator]	-8.1%	-8.4%	-18.2%
O=C(Cc1ccc([N+](=O)[O-])cc1)c1c(O)cc(O)cc1O	-22.3%	-7.7%	5.1%	50.1µM*	-3.8%	25.3%	-12.8%	3.3%	-27.7%
CCN(CC)CCNC(=O)c1ccc(Sc2ccc(Cl)cc2)c(NC(C)=O)c1	0.8%	-4.4%	8.2%	29.7%	-1.9%	-9.1%	-9.8%	-7.9%	10.0%
N/C(CN1CCCC1=O)=N\OC(=O)c1ccc(Cl)cc1	-12.6%	-0.9%	-2.1%	-8.0%[59 µM]	-1.2%	118.5%[activator]	-12.5%	-10.7%	-1.7%
Cc1ccccc1CS(=O)(=O)CCC(=O)NCCN1CCN(c2cccc(Cl)c2)CC1	-12.0%	-2.0%	28.3%	-8.4%[2.33 µM]	-5.1%	13.2%	-10.4%	-15.9%	-10.7%
COc1ccc(C2=NN(C(=O)CCC(=O)O)C(c3ccc(OC)cc3)C2)cc1 (stereo unspecified)	-17.8%	4.0%	-2.4%	.	-8.2%	30.0%	-1.9%	1.1%	4.0%
Cc1ccc(Cc2cnc(NC(=O)/C(C#N)=C/c3ccc(-c4cccc([N+](=O)[O-])c4)o3)s2)cc1	8.6%	2.8%	9.3%	7.4%[59 µM]	-1.1%	6.4%	-14.6%	-17.4%	-4.8%
CC(=O)Nc1cc(-c2nc3cc(Cl)ccc3o2)ccc1C	.	-1.9%	2.6%	-7.9%[59 µM]	.	15.2%	9.4%	-16.9%	-17.3%
CCCn1nnc(NC(=O)/C=C/c2ccco2)n1	-10.3%	0.3%	-14.2%	-1.1%	-1.3%	9.4%	-5.8%	-3.9%	-6.8%
CC(C)C[C@H](NC(=O)c1[nH]cnc1C(=O)Nc1ccccc1)C(=O)OC(C)(C)C	-17.5%	-20.7%	-26.6%	-0.6%[12.7 µM]	-3.1%	7.7%	?	1.1%	1.9%

Complete entries as entered above.
`O=C(CN(C(=O)c1csnn1)c1ccc(F)c(Cl)c1)NC1CCCC1` across the screens: Pol eta inh: -12.5%; BLM helicase inh: -1.8%; POLB inh: 16.5%; G9a block: 10.0%; APE1 inh: 22.2%; Pol iota inh: 35.2%[activator]; Apoferritin bind: -11.2%; POLK inh: -1.5%; BAZ2B block: -2.9%
`CCOc1cc(C(=O)N2CCN(c3ccccn3)CC2)cc(OCC)c1OCC` across the screens: Pol eta inh: 10.9%; BLM helicase inh: -2.9%; POLB inh: 7.8%; G9a block: .; APE1 inh: 5.0%; Pol iota inh: 99.9%[activator]; Apoferritin bind: -7.3%; POLK inh: 1.8%; BAZ2B block: 6.2%

Only part of the results is shown. The share of hits here may be higher or lower than overall.
